# CHRM5 PAM: CHRM5 positive allosteric modulation; P08912; CHO-K1 hM5, Fluo-8 calcium, ACh EC20 PAM; 0% = ACh EC20, 100% = ACh EC100; activation, % at 3 µM; actives 0.3% (n = 360,000); AID 624038;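 active = activation above the run cutoff, the mean activation of all test compounds plus 3 SD, cut at about 18% in these data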
#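 System – CHO-K1 hM5 cells · Compound – 3 µM, single dose · Incubation – compound preincubation 140 s before EC20 acetylcholine addition · Technique – Fluo-8 calcium fluorescence · Measure – Max/basal fluorescence ratio as % of EC20–EC100 ACh window · Benchmarks – low control EC20 acetylcholine (0%), high control EC100 acetylcholine (100%) · Replication – singlicate, one well per test compound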
# CHRM5 agonist: agonists of human muscarinic M5 receptor (CHRM5); P08912; CHO-K1 hM5 cells, Fluo-8 calcium fluorescence; 0% DMSO wells, 100% maximal acetylcholine response; activation, % at 3 µM; actives 0.19% (n = 360,000); AID 624037;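 active = activation above the run's mean over test compounds plus 3 SD, cut at about 23% in these data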;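 note: signal is peak over basal fluorescence ratio across the kinetic read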
# M4 ag: CHRM4 agonism in calcium assay | P08173 | CHO-K1 hM4/Gqi5, Fluo-8 calcium fluorescence; vehicle 0%, full acetylcholine response 100% | activation, % at 3 µM | actives 0.14% (n = 360,000);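 active = activation above the run mean over all test wells plus 3 SD, cut at about 32% in these data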;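 note: peak over basal fluorescence ratio per well then scaled between controls; 0% = DMSO wells and 100% = acetylcholine at EC100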
# Target sequence (P08173 whole entry, looked up): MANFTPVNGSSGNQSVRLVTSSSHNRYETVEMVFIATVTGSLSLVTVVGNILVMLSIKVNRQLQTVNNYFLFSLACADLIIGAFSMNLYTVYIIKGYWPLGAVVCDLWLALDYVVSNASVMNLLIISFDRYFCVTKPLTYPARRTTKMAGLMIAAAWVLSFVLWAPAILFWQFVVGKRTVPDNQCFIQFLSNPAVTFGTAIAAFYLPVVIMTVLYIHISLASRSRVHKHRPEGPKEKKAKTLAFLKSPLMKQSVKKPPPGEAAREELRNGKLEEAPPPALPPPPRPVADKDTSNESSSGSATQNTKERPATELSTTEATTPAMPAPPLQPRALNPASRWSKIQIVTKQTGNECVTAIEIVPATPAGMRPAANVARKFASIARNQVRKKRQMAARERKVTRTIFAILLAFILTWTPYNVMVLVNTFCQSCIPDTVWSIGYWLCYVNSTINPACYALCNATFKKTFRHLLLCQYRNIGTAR
# M5 antag: antagonists of human muscarinic M5 receptor (CHRM5) | actives 0.59% (n = 360,000) | inhibition, % at 3 µM | CHO-hM5 cells, Fluo-8 calcium fluorescence, ACh EC80;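 active = inhibition above a per-plate cutoff, the mean of that plate's test compounds plus 3 SD, cut at about 27% in these data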;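 note: 0% = acetylcholine EC80 with DMSO and 100% = DMSO without agonist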
# M1 PAM: human CHRM1 positive allosteric modulation | actives 0.088% (n = 360,000) | activation, % at 3 µM | CHO-K1 hM1, Fluo-8 calcium fluorescence, ACh EC20; 0% = ACh EC20, 100% = maximal ACh; in the data active = activation above about 19%, passing the limit was not always enough
# Target sequence (P11229 whole entry, looked up): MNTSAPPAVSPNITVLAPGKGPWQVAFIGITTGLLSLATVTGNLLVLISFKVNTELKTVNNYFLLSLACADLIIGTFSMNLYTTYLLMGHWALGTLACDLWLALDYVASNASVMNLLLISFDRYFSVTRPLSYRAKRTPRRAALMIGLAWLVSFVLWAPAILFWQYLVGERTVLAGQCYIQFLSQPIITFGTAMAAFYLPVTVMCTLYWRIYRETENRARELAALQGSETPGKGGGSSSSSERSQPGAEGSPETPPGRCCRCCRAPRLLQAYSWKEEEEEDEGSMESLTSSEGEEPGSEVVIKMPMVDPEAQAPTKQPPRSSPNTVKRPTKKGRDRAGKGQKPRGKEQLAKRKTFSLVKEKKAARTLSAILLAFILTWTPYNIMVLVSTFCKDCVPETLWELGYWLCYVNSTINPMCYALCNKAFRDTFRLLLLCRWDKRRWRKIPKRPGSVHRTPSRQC
# CHRM4 antagonist: blocks acetylcholine activation of human M4 receptor. CHO-hM4 cells, ACh EC80, Fluo-8 calcium fluorescence. inhibition, % at 3 µM. actives 0.73% (n = 360,000). AID 624125;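 active = inhibition above its plate's cutoff, the mean inhibition of sample wells plus 3 SD, cut at about 27% in these data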;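 note: 0% = acetylcholine EC80 with DMSO and 100% = DMSO without agonist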
# TAAR1 agonist: human TAAR1 agonism. CHO RD-HGA16 TAAR1, Fluo-8 calcium fluorescence; vehicle wells 0%, saturating PEA agonist 100%. actives 0.99% (n = 360,000). activation, % at 3 µM. Q96RJ0;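 active = activation above the mean activation of all test compounds in the run plus 3 SD, cut at about 38% in these data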
#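 Signal – calcium-sensitive Fluo-8 signal, excitation 470-495, emission 515-575 nm · System – RD-HGA16 (CHO) cells co-expressing Gα16 and hTAAR1 · Incubation – 17-24 h seeding, 75 min 37 °C dye, 30 min RT · Compound dosing – 3 µM single concentration · Repeats – no replicates (n 1)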
# CHRM1 antagonist: antagonists of human M1 muscarinic receptor. CHO-K1 hM1, Fluo-8 calcium fluorescence, ACh EC80 antagonist. inhibition, % at 3 µM. actives 1.3% (n = 360,000). AID 588852;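 active = percent inhibition above its own plate's cutoff, namely the mean of that plate's compound wells plus 3 SD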;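 note: peak over basal fluorescence ratio during 140 s after agonist addition; 0% = ACh EC80 plus DMSO and 100% = DMSO alone without agonist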
# CHRM1 agonist: activates human CHRM1 receptor; P11229; CHO-K1 hM1, Fluo-8 calcium fluorescence, agonist mode; 0% DMSO, 100% acetylcholine EC100; activation, % at 3 µM; actives 0.33% (n = 360,000);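 active = activation above the run's mean compound activation plus 3 SD, cut at about 16% in these data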;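 note: peak over basal fluorescence ratio within a 140 s kinetic read after compound addition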
# The depositor's hits bear a star.
# Every second line gives: CHRM5 PAM | CHRM5 agonist | M4 ag | M5 antag | M1 PAM | CHRM4 antagonist | TAAR1 agonist | CHRM1 antagonist | CHRM1 agonist
- Cc1ccc(S(=O)(=O)N2CCN(C)CC2)c(C)c1
 : -1 | -5 | 2 | 1 | 12 | 3 | 6 | -13 | -6
- O=C(CN1C(=O)CSc2ncccc21)NCCN1CCOCC1
 : -1 | 3 | 0 | -1 | -3 | -7 | 0 | 7 | -3
- COC(=O)c1sc(-c2cccs2)cc1N
 : 10 | -5 | -1 | -8 | 10 | 0 | -1 | -14 | -5
- COc1cc(C(=O)Oc2ccc(C(=S)N3CCOCC3)cc2)cc(OC)c1OC
 : -2 | -8 | 1 | 7 | 3 | -7 | 2 | -2 | -1
- CCN1C(=O)[C@H]2[C@H]3CN=C(SCc4ccc(Cl)cc4)N3[C@@](CC)(C(=O)OC)[C@H]2C1=O
 : -4 | -1 | 3 | 11 | 12 | -4 | 3 | -20 | -5
- CNC(=S)NNS(=O)(=O)c1ccc(OC)cc1OC
 : -7 | -4 | 1 | -9 | 11 | -5 | 10 | -12 | -5
- O=S(=O)(NCc1ccccc1)c1ccc(Cl)cc1
 : 1 | -5 | -1 | -4 | 3 | 4 | 11 | -10 | -3
- COc1ccc(NC(=O)CCNC(C)=O)cc1NS(=O)(=O)c1ccc(F)cc1
 : -11 | -8 | 0 | -6 | 6 | -1 | 1 | -6 | -1
- COc1ccc(Cl)cc1NC(=S)NCCCN1CCCC1=O
 : 5 | 4 | 1 | 10 | 2 | 3 | 0 | -5 | -2
- CC(=O)c1ccc2c(c1)c1ccccc1n2CC(C)C
 : 2 | -10 | -2 | -7 | 5 | -16 | 2 | -27 | -5
- COCCNC(=O)/C(C#N)=C/c1c(N2CC(C)OC(C)C2)nc2ccccn2c1=O (stereo unspecified)
 : -6 | 0 | 1 | 1 | 1 | 2 | 11 | -1 | -4
- CCOc1ccccc1NC(=O)CNC(=O)CNC(=O)Cc1ccccc1
 : 8 | -1 | 1 | -22 | 18 | -7 | 2 | -18 | 2
- CCOC(=O)C1CCCN(C(=O)c2cc(S(=O)(=O)N3CCCCC3)c[nH]2)C1 (stereo unspecified)
 : -6 | 4 | 3 | 2 | -13 | 3 | 4 | 21 | 0
- COc1ccccc1OCc1cc(C(=O)N2CCCC(OCc3cccnc3)C2)no1 (stereo unspecified)
 : 2 | 1 | 4 | 7 | -1 | 0 | 1 | 2 | -2
- CCOCC(=O)Nc1ccc([N+](=O)[O-])cc1OC
 : 1 | -3 | 1 | 4 | 21 | -8 | 6 | -10 | -7
- NC(=O)c1cc(Cl)ccc1OCC(=O)N1CCCc2ccccc21
 : -3 | 3 | 11 | 10 | -1 | 10 | 6 | 2 | -4
- CC(C)CN(C(=O)c1cccc(S(=O)(=O)N2CCN(C)CC2)c1)C1CCS(=O)(=O)C1 (stereo unspecified)
 : 0 | -1 | 0 | 5 | 8 | 7 | 1 | -9 | -4
- O=C(Nc1ccccc1Cl)NC1(C(=O)N2CCCCC2)CCCCC1
 : 0 | 0 | 0 | 0 | 10 | 3 | 12 | -11 | -4
- Cc1nnc(NC(=O)CSc2nnc3ncccn23)s1
 : -2 | -3 | 1 | 8 | 18 | -21 | 4 | -4 | 4
- COc1ccc(Cl)cc1NC(=O)CNc1ccccc1F
 : 0 | -9 | 0 | -10 | 3 | -10 | 5 | -9 | -7
- CCCn1c(=S)[nH]c2cc(C(=O)NCc3ccccc3OC)ccc2c1=O
 : -1 | -1 | 1 | 3 | 1 | -6 | 3 | -11 | -3
- COc1ccc(C(=O)NC(=S)Nc2ccc(CN3CCOCC3)cc2)cc1
 : -1 | -6 | 6 | 10 | 11 | -7 | 3 | -14 | -6
- Cc1cccc(OCC(=O)Oc2ccc(Cl)cc2)c1
 : 4 | 0 | 3 | 2 | 13 | -3 | 8 | 2 | 0
- Cc1cc(C)c(C#N)c(N2CCN(c3ccc(F)cc3)CC2)n1
 : 9 | 6 | 0 | -8 | -1 | -9 | -3 | 3 | -1
- Cc1cc(C)n(CCN(C)Cc2nc(Cc3ccccc3F)no2)n1
 : -17 | 2 | 14 | 22 | -5 | 8 | 7 | 7 | -4
- Cc1ccc(NC(=O)c2ncn(CCCNCc3ccc4c(c3)OCO4)n2)cc1C
 : -2 | -1 | 1 | 4 | -5 | -2 | 6 | 5 | -5
- NNC(=O)Cc1csc(-c2ccccc2)n1
 : 4 | 3 | 2 | -4 | 8 | -4 | -1 | -7 | 0
- Cc1ccc(-n2nnnc2-c2cnoc2-c2cccc(F)c2)cc1
 : -6 | -4 | 1 | 7 | 3 | 2 | 3 | -1 | -4
- CC(C)(C)CC(=O)NC(=S)NCc1ccco1
 : 4 | -7 | -1 | -7 | 8 | -8 | 0 | -13 | -4
- CC(C)Cn1c(N)cc(=O)n(C)c1=O
 : 2 | 2 | 0 | 6 | 9 | 8 | 3 | -14 | -5

# Pulled one by one from above (4):
# Every second line gives: CHRM5 PAM | CHRM5 agonist | M4 ag | M5 antag | M1 PAM | CHRM4 antagonist | TAAR1 agonist | CHRM1 antagonist | CHRM1 agonist
- COc1ccc(Cl)cc1NC(=S)NCCCN1CCCC1=O
 : 5 | 4 | 1 | 10 | 2 | 3 | 0 | -5 | -2
- CCOc1ccccc1NC(=O)CNC(=O)CNC(=O)Cc1ccccc1
 : 8 | -1 | 1 | -22 | 18 | -7 | 2 | -18 | 2
- Cc1cc(C)c(C#N)c(N2CCN(c3ccc(F)cc3)CC2)n1
 : 9 | 6 | 0 | -8 | -1 | -9 | -3 | 3 | -1
- COc1ccc(NC(=O)CCNC(C)=O)cc1NS(=O)(=O)c1ccc(F)cc1
 : -11 | -8 | 0 | -6 | 6 | -1 | 1 | -6 | -1

# Later entries
# Screens by letter: A = CHRM5 PAM; B = CHRM5 agonist; C = M4 ag; D = M5 antag; E = M1 PAM; F = CHRM4 antagonist; G = TAAR1 agonist; H = CHRM1 antagonist; I = CHRM1 agonist
COc1ccc(C2C(C#N)=C(N)Oc3n[nH]c(C)c32)cc1Cn1cc([N+](=O)[O-])cn1 (stereo unspecified)
  A: 0 | B: 1 | C: 1 | D: -3 | E: 2 | F: -1 | G: 9 | H: -22 | I: -3
CC(=O)Nc1ccc(NC(=O)COc2ccc3c(c2)CCC3)cc1
  A: 3 | B: -2 | C: 4 | D: -5 | E: 5 | F: 4 | G: 3 | H: -1 | I: 0
CC(C)(C)S(=O)N1Cc2cc(CO)cc(CCO)c2[C@@H]1CCO (stereo partly specified)
  A: 6 | B: -1 | C: 0 | D: -2 | E: 6 | F: -6 | G: 1 | H: -10 | I: -3
N#CCn1cnc2sc(-c3ccccc3)cc2c1=O
  A: 1 | B: -2 | C: 2 | D: -4 | E: -4 | F: 3 | G: 0 | H: -4 | I: -6
CCc1sc(C(=O)N2CCN(C(=O)c3ccccc3)CC2)cc1C
  A: 0 | B: 0 | C: 1 | D: 15 | E: 5 | F: -7 | G: 4 | H: -2 | I: -7
COc1ccc(-c2nnc(SCC(N)=O)n2N)cc1
  A: 7 | B: 3 | C: 0 | D: -4 | E: 12 | F: -1 | G: 5 | H: -12 | I: 1
O=C(NCc1ccco1)/C(=C/c1ccccc1)NC(=O)c1ccco1
  A: 1 | B: -3 | C: 1 | D: 4 | E: 3 | F: -27 | G: 4 | H: -6 | I: -6
COc1ccc(/C=N/NS(=O)(=O)c2ccc(C)cc2)cc1
  A: 7 | B: -4 | C: -1 | D: -2 | E: 13 | F: 0 | G: 5 | H: -7 | I: -2
O=C(N[C@@H](Cc1c[nH]c2ccccc12)C(=O)O)OCC1c2ccccc2-c2ccccc21
  A: 8 | B: -1 | C: 0 | D: 4 | E: 8 | F: 2 | G: 3 | H: -7 | I: -7
CCc1cccc(CC)c1NC(=O)c1ccc(-n2cncn2)nc1
  A: 0 | B: -2 | C: 3 | D: -7 | E: 15 | F: -4 | G: 4 | H: -15 | I: -3
O=C(c1ccccc1-c1ccccc1)N1CCOCC1
  A: 3 | B: -3 | C: 0 | D: 0 | E: -4 | F: -3 | G: 13 | H: -2 | I: -2
CCC1CCCCN1c1nc(-c2ccncc2)nc2ccccc12 (stereo unspecified)
  A: -2 | B: -2 | C: -3 | D: 0 | E: -6 | F: 0 | G: 20 | H: 10 | I: -8
Cc1c(C(=O)Nc2ccc(C(=O)Nc3ccccc3)cc2)cccc1[N+](=O)[O-]
  A: 1 | B: -2 | C: 0 | D: 18 | E: 8 | F: 1 | G: 5 | H: -2 | I: -2
O=C(COC(=O)Cc1cccc(C(F)(F)F)c1)Nc1ccc2[nH]c(=O)[nH]c2c1
  A: 1 | B: 1 | C: 0 | D: 6 | E: 8 | F: 7 | G: 2 | H: -9 | I: -2
COc1ccc(C(NC(=O)CN2CCCCCC2)c2ccc(OC)cc2)cc1
  A: -2 | B: -6 | C: 0 | D: 13 | E: 13 | F: -19 | G: -2 | H: -15 | I: -10

# Filtered by structure, the entries above containing two or more sulfur atoms.
# Screens by letter: A = CHRM5 PAM; B = CHRM5 agonist; C = M4 ag; D = M5 antag; E = M1 PAM; F = CHRM4 antagonist; G = TAAR1 agonist; H = CHRM1 antagonist; I = CHRM1 agonist
COC(=O)c1sc(-c2cccs2)cc1N
  A: 10 | B: -5 | C: -1 | D: -8 | E: 10 | F: 0 | G: -1 | H: -14 | I: -5
CNC(=S)NNS(=O)(=O)c1ccc(OC)cc1OC
  A: -7 | B: -4 | C: 1 | D: -9 | E: 11 | F: -5 | G: 10 | H: -12 | I: -5
CC(C)CN(C(=O)c1cccc(S(=O)(=O)N2CCN(C)CC2)c1)C1CCS(=O)(=O)C1 (stereo unspecified)
  A: 0 | B: -1 | C: 0 | D: 5 | E: 8 | F: 7 | G: 1 | H: -9 | I: -4
Cc1nnc(NC(=O)CSc2nnc3ncccn23)s1
  A: -2 | B: -3 | C: 1 | D: 8 | E: 18 | F: -21 | G: 4 | H: -4 | I: 4

# Additional results follow:
# Screens by letter: A = CHRM5 PAM; B = CHRM5 agonist; C = M4 ag; D = M5 antag; E = M1 PAM; F = CHRM4 antagonist; G = TAAR1 agonist; H = CHRM1 antagonist; I = CHRM1 agonist
O=C(Nc1ccc2nc3n(c(=O)c2c1)CCCCC3)c1ccccn1
  A: -2 | B: 1 | C: 3 | D: -1 | E: 6 | F: -3 | G: 3 | H: -10 | I: -7
COc1cc(OC)cc(C(=O)NCC(=O)OC(C)C(=O)NC(C)C2CC3CCC2C3)c1 (stereo unspecified)
  A: -4 | B: 3 | C: 4 | D: 7 | E: -1 | F: -19 | G: 0 | H: 0 | I: -3
Cc1ccc(NC(=O)COc2ccc3c(c2)OCO3)c(C)c1
  A: 15 | B: 0 | C: 0 | D: 1 | E: 3 | F: 8 | G: 1 | H: 0 | I: -3
COc1ccc(N(CC(=O)Nc2cc(OC)ccc2OC)S(=O)(=O)c2c(C)nn(C)c2C)cc1
  A: -14 | B: 1 | C: 17 | D: 11 | E: -10 | F: 5 | G: -1 | H: 13 | I: -6
CCCCCCn1c(=O)c(C(=O)N/N=C/c2cccc(F)c2)c(O)c2ccccc21
  A: 3 | B: 1 | C: 1 | D: 5 | E: 1 | F: -2 | G: 7 | H: -5 | I: -2

# High-throughput results from PubChem BioAssay.

# This is a subset; count on the stated rates, not on these rows.
